# Assay outcomes as filed in PubChem BioAssay.
# 14-3-3g Raf: 14-3-3 gamma protein interaction modulation; P61981; FP, 14-3-3gamma / TMR-pS259-Raf peptide binding; inhibition, % at 40 µM; actives 0.19% (n = 160,000); in the data active = inhibition above about 30%;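 note: 0% = protein plus tracer without compound and 100% = blank with tracer alone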
# Target sequence (P61981 whole entry, looked up): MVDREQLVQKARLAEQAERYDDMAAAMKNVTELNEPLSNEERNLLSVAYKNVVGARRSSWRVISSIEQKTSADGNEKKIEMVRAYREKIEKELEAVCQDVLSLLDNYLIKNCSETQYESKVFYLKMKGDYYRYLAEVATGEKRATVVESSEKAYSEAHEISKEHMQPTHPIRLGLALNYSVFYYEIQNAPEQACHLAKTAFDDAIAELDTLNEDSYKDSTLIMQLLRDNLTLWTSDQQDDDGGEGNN
# An asterisk follows results filed as active; & = joins results of further samples. This is a subset (hit frequency here may not be typical).
14-3-3g Raf	canonical_smiles
4	Cn1c(=O)n(CCc2ccccc2)c(=O)c2c1nc1n2CCCN1Cc1ccccc1
2	CC1=C(C(=O)Nc2cccc(C(F)(F)F)c2)C(c2cccnc2)C2=C(CC(c3ccccc3)CC2=O)N1 (stereo unspecified)
-9	CC(=O)N1CCC(N(CCCOC(C)C)S(=O)(=O)c2ccc([N+](=O)[O-])cc2)CC1
-32	CCC(C)NC(=O)c1ccc2nc(-c3ccco3)c(-c3ccco3)nc2c1 (stereo unspecified)
2&-2	CCS(=O)(=O)N1CCC(C(=O)N2CCc3ccccc3C2)CC1
-5	CCOc1ccc2[nH]c(=O)c(CN(Cc3ccc(F)cc3)C(=O)N3CCCC3)cc2c1
-1	COC(=O)c1[nH]nc(C(=O)c2nc(Cl)ccc2Cl)c1C(=O)OC
-11	CC1CCCCN1C(=O)c1cc2c(=O)[nH]c3ccccc3c2s1 (stereo unspecified)
1	Cc1c(C(=O)Nc2ccc(F)c([N+](=O)[O-])c2)cccc1[N+](=O)[O-]
-9	O=C(Nc1ccc([N+](=O)[O-])cc1Cl)c1cccs1
-3	COc1ccc(OCc2nc3ccccc3n2CC(=O)N(c2ccccc2)C(C)C)cc1
8	Cc1ccc(NC(=O)C2CC(=O)OC23CCCCC3)c([N+](=O)[O-])c1 (stereo unspecified)
0	CC1=C(C(=O)OCc2ccc(C)cc2)C(c2ccccc2OC(C)C)NC(=O)N1 (stereo unspecified)
-8	CCN(c1cccc(C)c1)S(=O)(=O)c1cccc2nsnc12
2	COC(=O)c1ccc2c(=O)n(CCN3CCOCC3)c(SCc3cc(=O)n4ccccc4n3)nc2c1
-14	O=C(O)c1c[nH]c2ccc(S(=O)(=O)Nc3ccc4c(c3)OCCO4)cc2c1=O
-6	O=C(/C=C1\NC2(CCCC2)Cc2ccccc21)N1CCOCC1
-6	CCOC(=O)c1[nH]c2c([N+](=O)[O-])cc(C)cc2c1CCN1C(=O)c2ccccc2C1=O
-7	COc1cc(Cl)c(C)cc1NC(=O)CSc1nnc(-c2ccco2)n1CC(C)C
-11	O=C(Oc1ccc(Br)cc1C(=S)N1CCCCC1)c1cccc([N+](=O)[O-])c1
-3	O=S(=O)(Nc1cccc(F)c1)c1cccs1
-23	COC1=CCC2([N+](=O)[O-])CN(CCO)CC1([N+](=O)[O-])C2 (stereo unspecified)
-3	Cc1cc(NC(=O)c2cc(C3CC3)on2)no1
0	CC1=C(C(=O)Nc2ccccc2)C(c2cccs2)C(C(=O)Nc2ccccc2)=C(C)N1
-4	CCCCN(C)C(=O)c1cn(CC)c2ccc(S(=O)(=O)N3CCCCC3)cc2c1=O
1&-4	CCCC1CCC(c2nc(-c3cccnc3)no2)CC1 (stereo unspecified)
-3	CC(C)(c1ccccc1)c1ccc(O)c(CN2CCOCC2)c1
-18	Cn1c(=O)c(-c2nc3ccccc3[nH]2)c(O)c2ccccc21
-23	CCOc1ccc(NC(=O)c2ccc(F)c(S(=O)(=O)NCc3ccccc3Cl)c2)cc1
-9	COc1cc(CNc2ccc3c(c2)CCC3)cc(OC)c1O
-17	CC(=O)CSc1nc2ccc(Nc3nc(N4CCOCC4)nc(N4CCOCC4)n3)cc2s1
-9	CCOC(=O)c1cc2c(=O)n3ccccc3nc2n(C)c1=NC(=O)c1ccccc1C
-4	O=C(Cn1c(NCCO)nc2ccccc21)NCCc1ccccc1
1	COCCc1nnc(NC(=O)c2ccc([N+](=O)[O-])cc2)s1
1	COc1cc(OC)c(NC(=O)c2sc3nc(C)nc(N4CCCCC4)c3c2C)cc1Cl
-3	CCOc1nn(-c2nc(-c3ccc(OC)cc3)cc(C(F)(F)F)n2)cc1[N+](=O)[O-]
4	CCOc1cc2c(cc1OCC)C1C(C(=O)NC3CC3)c3ccccc3C(=O)N1CC2 (stereo unspecified)
-26	Cc1ccc(N2C(=O)C(Cl)=C(Cl)C2=O)cc1
-4	O=C(CCCc1nc2ccccc2s1)Nc1nccs1
-8	c1ccc2c(NC3CCCC3)nnc(NC3CCCC3)c2c1

# Part of the list above, as labelled records:
Cn1c(=O)c(-c2nc3ccccc3[nH]2)c(O)c2ccccc21
- 14-3-3g Raf: -18

CCOc1ccc(NC(=O)c2ccc(F)c(S(=O)(=O)NCc3ccccc3Cl)c2)cc1
- 14-3-3g Raf: -23

COc1cc(CNc2ccc3c(c2)CCC3)cc(OC)c1O
- 14-3-3g Raf: -9

CC(=O)CSc1nc2ccc(Nc3nc(N4CCOCC4)nc(N4CCOCC4)n3)cc2s1
- 14-3-3g Raf: -17

# Continued.
14-3-3g Raf	canonical_smiles
3	CSCSC1=C(C#N)C(c2ccccc2Cl)C(C(C)=O)=C(C)N1 (stereo unspecified)
-2	COc1ccc(N=c2oc3c(OC)cccc3cc2C(=O)Nc2nccs2)cc1Cl
-33	COc1ccc(NC(=O)CCNC(C)=O)cc1NS(=O)(=O)c1ccc(F)cc1
8	CSCCC(NC(C)=O)C(=O)Oc1ccc2c3c(c(=O)oc2c1)CCCC3 (stereo unspecified)
-10	CC(Nc1cc(N2CCN(S(=O)(=O)c3ccc(Cl)cc3)CC2)ccc1[N+](=O)[O-])C12CC3CC(CC(C3)C1)C2 (stereo unspecified)
-2	Cc1ccc(NC(=O)CCS(=O)(=O)c2cccc3nonc23)c(Br)c1
2	CC(=O)Nc1cccc(OCC(=O)Nc2ccc(F)cc2)c1
-13	COc1ccc(Nc2ncc(C(=O)Nc3ccc(C(C)C)cc3)c3ccccc23)cc1
-29	CCC(=O)n1c(=O)oc2ccc(Cl)cc21
0	NC(=O)c1ccc(NC(=O)c2ccc(COc3ccc(F)cc3)o2)cc1
-12	Cc1ccccc1NC(=O)CCN1CCCC1
2	CCn1cc(C2N3CC4(C)CN2CC(C)(C3)C4=O)c2ccccc21 (stereo unspecified)
-1	CCCC(=O)N1c2ccccc2-c2nnc(SC)nc2OC1c1sccc1C (stereo unspecified)
1	CC(=O)N1c2ccccc2-c2ccccc2S1(=O)=O
-6	COc1cc(C)c(C(C)C)cc1S(=O)(=O)N1CCN(Cc2ccccc2)CC1
1	CCOc1ccc(N=C2SC(C(=O)Nc3ccc(C(=O)O)cc3)CC(=O)N2C)cc1 (stereo unspecified)
-16	Cc1cc(C(F)(F)F)nc(SCC(=O)NCc2cccc(C(F)(F)F)c2)n1
2	CCc1ccc(C2CC(c3ccccc3)n3nnnc3N2)cc1 (stereo unspecified)
3	FC(F)Oc1cc(Cl)ccc1C1=CC(c2ccc(Br)cc2)n2ncnc2N1 (stereo unspecified)
-2	Cc1c(C(=O)NCc2ccco2)sc2ncn(CC(=O)Nc3cccc(C(F)(F)F)c3)c(=O)c12
1	O=C(NCCO)Nc1ccc2snnc2c1
-4	CCOc1cc(C2C(C(=O)OC3CCCC3)=C(C)NC3=C2C(=O)CC(C)(C)C3)cc(Br)c1O (stereo unspecified)
6	CCCn1cnc2cc(NCc3ccccn3)ccc21
-8	CCC(=O)Nc1ccc2nc(SCc3ccc(F)c4ccccc34)sc2c1
5	CC(=O)c1ccc(NC(=O)CSc2nnc(Cn3c(=O)sc4ccccc43)n2C)cc1
8	O=C(O)C1C2CCC(O2)C1C(=O)NCc1ccncc1 (stereo unspecified)
-2	Cc1nnc(NC(=O)C2CCCN(c3ncccn3)C2)s1 (stereo unspecified)
-3	Cc1cc2nc(-c3ccc(N=Cc4cc5c(cc4[N+](=O)[O-])OCO5)cc3)oc2cc1C
-7	COc1ccc(Cl)cc1S(=O)(=O)N1CCN(CC(=O)Nc2cc(C(F)(F)F)ccc2Cl)CC1
-1	COC(=O)CN1C(c2ccccc2Cl)Nc2ccc(Br)cc2C1c1ccccc1 (stereo unspecified)
1	COc1ccc2[nH]cc(C(=O)CN3CCCC(C)C3)c2c1 (stereo unspecified)
-1	Cc1ccc(CSc2cn(CCNC(=O)c3cccs3)c3ccccc23)cc1
-6	COc1ccc(NC(=O)CCN2CCCC(C)C2)cc1 (stereo unspecified)
-1	NS(=O)(=O)c1ccc(NS(=O)(=O)c2ccc3[nH]c(=O)sc3c2)cc1
2	CCOC(=O)C1CCN(C(=O)c2cc3n(n2)C(C(F)(F)F)CC(c2ccc(OC)c(OC)c2)N3)CC1 (stereo unspecified)
-7	CCCCCCNS(=O)(=O)c1cccc2nsnc12
-4	Cc1cc(C)c(-c2cc(C(=O)Nc3c(C)n(C)n(-c4ccccc4)c3=O)[nH]n2)c(O)c1
-2	COc1cc(NC(=O)c2nn3c(C(F)(F)F)cc(-c4ccco4)nc3c2Cl)cc(OC)c1OC
-10	COc1ccc(C2CC(=O)C=C(Nc3ccc(C)c(C)c3)C2)cc1OC (stereo unspecified)
5	O=C(NC1CCCCC1)c1cc2nc(-c3ccc(Cl)cc3)cc(C(F)(F)F)n2n1
1	O=C(CN1C(=O)CSC1=O)N1CCCC1
1	O=C(O)c1ccccc1C(=O)Nc1cc([N+](=O)[O-])ccc1Cl
2	Cn1cc(F)c(=O)n(C)c1=O
-1	O=C(Cn1c(-c2cncs2)nc2ccccc21)NC1CCCC1
-5	O=S(=O)(NC12CC3CC(CC(C3)C1)C2)c1cccc(C(F)(F)F)c1
-6	CCN(CC)c1ccc(NC2=C(n3nnc4ccccc43)C(=O)c3ccccc3C2=O)cc1
-2	Oc1c(-c2nc3c4c5c(sc4ncn3n2)CCCCC5)ccc2ccccc12
0	CCCOC(=O)c1ccc(NC(=O)COc2ccc(C)cc2)cc1
9	Cc1ccccc1CN1CCN(S(=O)(=O)c2ccc(C(C)C)cc2)CC1
-5	CCc1ccc(NS(=O)(=O)c2ccc3[nH]cc(C(=O)N4CCN(CC)CC4)c(=O)c3c2)cc1
-3	COc1ccc(N=C2SCC(=O)N2Cc2ccccc2)cc1
3	CCOC(=O)C1=C(C)NC2=C(C(=O)C(C(=O)OC)C(C)C2)C1c1ccccc1OC (stereo unspecified)
-7	CC(=O)N1CCc2cc(S(=O)(=O)NC(CC(C)C)C(=O)N3CCN(c4ccc(F)cc4)CC3)ccc21 (stereo unspecified)
2	COc1ccc(C)cc1N(CC(=O)NC1CCCC1)C(=O)CCC(=O)Nc1cc(C)on1
0	CC1CC(C)CN(S(=O)(=O)c2ccc(C(=O)Nc3cccc(Cl)c3)cc2)C1 (stereo unspecified)
-5	CCCCn1c(=O)n(CC(O)c2ccccc2)c(=O)c2c1ncn2C1CCCC1 (stereo unspecified)
-4	CCCCc1ccc(NC(=O)C2CCN(S(C)(=O)=O)CC2)cc1
-2	COC(=O)c1ccccc1NC(=O)Cn1nc(-c2ccc(OC)cc2)ccc1=O
-11	Cn1c(=O)c2[nH]c(N)nc2n(C)c1=O
-103	CCOC(=O)c1sc(NC(=O)CSC2=NCCS2)nc1C

# Following part:
14-3-3g Raf	canonical_smiles
-12	O=C(Nc1nc(-c2cccs2)cs1)c1ccc(S(=O)(=O)N2CCCCC2)cc1
-29	O=[N+]([O-])c1ccc2nc(NC3CCCCCCC3)sc2c1
1	Cc1c(C(=O)NCC2CCCO2)sc2nc(-c3ccc(F)cc3)cn12 (stereo unspecified)
-13&-15	COc1ccc(OC)c(NS(=O)(=O)c2ccc(Cl)s2)c1
-5	Cc1cc(NS(=O)(=O)c2c(C)n[nH]c2C)ccc1Br
-9	O=C(CCOc1ccccc1)NCC(c1ccco1)N1CCCCC1 (stereo unspecified)
-60	CCn1c2ccccc2c2cc(NC(=O)CN3CCN(c4ccc(Cl)cc4)CC3)ccc21
-2	CCCNS(=O)(=O)c1nc2nc(C)cc(C)n2n1
-8	CCOc1ccc(OCC)c(NC(=O)C2CCN(c3nn4c(=O)cc(C)nc4s3)CC2)c1
0	COc1ccc(-c2oc3ncn4nc(Cc5ccccc5)nc4c3c2-c2ccc(OC)cc2)cc1
3	OCC(c1ccccc1)C1CCCCC1 (stereo unspecified)
-4	c1ccc(CCn2nnnc2CN2CCN(C3CCCC3)CC2)cc1
1	CC(C)(C)C(=O)Nc1nc(C23CC4CC(CC(C4)C2)C3)cs1
0	CCN(c1ccccc1)S(=O)(=O)c1ccc(F)c(C(=O)Nc2ccccc2Br)c1
-8	Cn1c(=O)c2c(nc(SCC(=O)O)n2Cc2cccc(Cl)c2)n(C)c1=O
-13	CCSc1nnc2c(n1)OC(c1ccc(OC)c(Br)c1)N(C(C)=O)c1ccccc1-2 (stereo unspecified)
-22	O=C(Nc1ccc(F)cc1)c1ccc([N+](=O)[O-])o1
-2	CCOC(=O)Cc1csc(/C(=N/O)C(N)=O)n1
-16	COc1cc(CC(=O)OCC(=O)Nc2ncc(Cl)cc2Cl)cc(OC)c1OC
-10	CC1CCCN(Cc2nc3c(c(=O)n(C)c(=O)n3C)n2CCc2ccccc2)C1 (stereo unspecified)

# Three records drawn at random from those above, as already listed:
14-3-3g Raf	canonical_smiles
-1	COC(=O)c1[nH]nc(C(=O)c2nc(Cl)ccc2Cl)c1C(=O)OC
0	CC1=C(C(=O)OCc2ccc(C)cc2)C(c2ccccc2OC(C)C)NC(=O)N1 (stereo unspecified)
8	O=C(O)C1C2CCC(O2)C1C(=O)NCc1ccncc1 (stereo unspecified)

# Continuation:
14-3-3g Raf	canonical_smiles
-6	COc1ccc(NC(=O)C2CCCCN2S(=O)(=O)c2ccc(F)cc2)c(OC)c1 (stereo unspecified)
-7	Nc1nc(SCC(=O)c2ccc(Cl)cc2)n[nH]1
-90	CCCc1cc(NCCCN(C)C)n2c(nc3ccccc32)c1C#N
4	CC(=O)c1cccc(NC(=O)C2C3C=CC(C4CC34)C2C(=O)O)c1 (stereo unspecified)
-10	CCSc1nnc(NC(=O)CSc2nc3ccccc3[nH]2)s1
-1	COc1ccc(C2NC(=O)NC(C)=C2C(=O)Nc2ccc(Cl)cc2)c(OC)c1 (stereo unspecified)

# Four of these compounds, set out differently.
COc1ccc(NC(=O)C2CCCCN2S(=O)(=O)c2ccc(F)cc2)c(OC)c1 (stereo unspecified)
  14-3-3g Raf = -6

COc1ccc(C2NC(=O)NC(C)=C2C(=O)Nc2ccc(Cl)cc2)c(OC)c1 (stereo unspecified)
  14-3-3g Raf = -1

CCCc1cc(NCCCN(C)C)n2c(nc3ccccc32)c1C#N
  14-3-3g Raf = -90

Nc1nc(SCC(=O)c2ccc(Cl)cc2)n[nH]1
  14-3-3g Raf = -7
